Bioassay records deposited in PubChem BioAssay by National Center for Advancing Translational Sciences (NCATS).
TexasRed fluor: counter-screen for TRb-SRC2 inhibitors: fluorescence interference; TRb/SRC2 Texas Red total fluorescence interference; Potency, µM (doses to about 106 µM), for inactives: at the highest dose fluorescence change, negative = quenching; hit rate 0.29% among 280,000; active = well fitted curve in either direction with a large enough effect; inconclusive = small, poorly fitted or top-dose-only effect; also: % is scaled to controls: 0 for no effect and ±100 for the full control effect
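Human TRb ligand-binding domain at 0.6 uM with 20 nM Texas Red SRC2 peptide in Tris buffer containing 1 uM T3 and 5% DMSO, incubated with compound 5 h at ambient temperature. Total fluorescence (555/632 nm) calculated as parallel + 2 × perpendicular.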
RGS12 GoLoco inh: inhibitors of human Gai1-RGS12 GoLoco interaction (red fluorophore). P63096. Gai1:RGS12 GoLoco peptide FP, rhodamine, 10 min. Potency, µM (titrated, usually from 61.6 µM), for the others: top-dose activity, negative = inhibition, usual class: inhibitors. hit rate 0.44% among 230,000. AID 880; active = well fitted inhibition curve with a large enough effect, not every such curve was filed as active; inactive = no such curve, though single readings can be large or run the other way; also: % is scaled to controls: 0 for no effect and ±100 for the full control effect; nearly all actives have a fitted effect of over 30% in size; many of its hits are not listed in these tables
SMN2 splice up: enhancers of SMN2 splice variant expression. HEK293 SMN2-luciferase splicing reporter, luminescence, 30-36 h. Potency, µM (highest dose often 46.1 µM), for the others: at the top dose activity change, positive = activation, usual class: activators. hit rate 2.8% among 210,000; also: % of control where 0% means no effect; nearly all actives have a fitted effect of over 55% in size
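HEK293 cells carry an SMN2 minigene-luciferase reporter in which exon 7 inclusion puts luciferase in frame. Cells were seeded at 2000 cells/well, attached for 10-12 hours, then exposed to compounds for 30-36 hours at 37C before ONE-Glo luminescence.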
RECQ1 inh: blocks DNA unwinding by human RECQ1; P46063; RECQ1 DNA unwinding, red fluorescence kinetic read; hit rate 0.54% among 240,000; Potency, µM (titrated, usually from 57.3 µM), for inactives: at the top dose activity, negative = inhibition, usual class: inhibitors;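 also: plate controls were vehicle for no effect and no enzyme for full effect; nearly all actives have a fitted effect of over 30% in size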
Target sequence (P46063 whole entry, looked up): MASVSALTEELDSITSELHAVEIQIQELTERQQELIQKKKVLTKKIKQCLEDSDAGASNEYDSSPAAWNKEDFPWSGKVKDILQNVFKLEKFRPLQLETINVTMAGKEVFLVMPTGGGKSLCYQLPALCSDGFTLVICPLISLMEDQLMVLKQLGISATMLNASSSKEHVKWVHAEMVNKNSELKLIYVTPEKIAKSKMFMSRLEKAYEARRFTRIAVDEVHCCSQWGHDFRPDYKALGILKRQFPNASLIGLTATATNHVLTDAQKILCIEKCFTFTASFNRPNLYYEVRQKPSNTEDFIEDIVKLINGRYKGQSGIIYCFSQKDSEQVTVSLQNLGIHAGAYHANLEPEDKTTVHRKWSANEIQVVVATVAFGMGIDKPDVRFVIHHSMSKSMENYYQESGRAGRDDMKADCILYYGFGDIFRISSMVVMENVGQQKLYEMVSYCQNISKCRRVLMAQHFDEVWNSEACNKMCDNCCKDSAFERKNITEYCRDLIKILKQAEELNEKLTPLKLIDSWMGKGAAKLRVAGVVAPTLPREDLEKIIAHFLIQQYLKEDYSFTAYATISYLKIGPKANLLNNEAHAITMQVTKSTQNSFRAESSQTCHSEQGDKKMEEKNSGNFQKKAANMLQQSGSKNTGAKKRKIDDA
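50 nM RECQ1T1 preincubated 15 min with compound in Tris pH 8.0 buffer with MgCl2, DTT, Tween-20 and 2.5 ug/ml poly(dI-dC); started with 200 nM TAMRA/BHQ-2 forked duplex and 2 mM ATP. Unwinding read as fluorescence (525/598 nm), two reads 2 h apart.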
TRb SRC2 PPI: inhibitors of human thyroid hormone receptor beta-SRC2 interaction; TRbeta-SRC2 peptide binding, fluorescence polarization; receptor liganded with 1 µM T3; Potency, µM (top dose mostly 106 µM), for inactives: at the highest dose activity change, negative = inhibition, actives largely listed as inhibitors; hit rate 0.065% among 280,000; AID 1469;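 also: plate controls were bound peptide for no effect and peptide without receptor for full effect; nearly all actives have a fitted effect of over 50% in size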
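TRb LBD 0.6 uM + Texas Red SRC2 peptide 20 nM, 1 uM T3, Tris buffer w/ 5% DMSO; compound pinned, 5 h RT; FP read ex 555/em 632; normalized to unbound and bound controls.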
LMNA splice mod: changes lamin A minigene splicing in HeLa cells. Potency, µM (doses to about 46.1 µM), for inactives: at the highest dose ratio change, negative = inhibition, hits mostly inhibitors. HeLa LMNA splicing GFP/RFP minigene ratio, 48 h. hit rate 0.01% among 200,000; active = well fitted inhibition curve with a large enough effect in the signal ratio, with a control signal flat, not every such curve was filed as active; inconclusive = small, poorly fitted or top-dose-only effect, or effect the other way, or a change in a side signal; the % refers to the signal ratio; also: % is scaled to controls: 0 for no effect and ±100 for the full control effect
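S3 HeLa cells stably expressing lamin A-EGFP splicing minigene plus DsRed2, 600 cells/well, 48 h compound exposure at 37C. Laser-scanning cytometry; analysed as GFP (500-530 nm)/RFP (575-640 nm) total intensity ratio; 0.5% DMSO vehicle.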
ALDH1A1 inh: ALDH1A1 (human) enzyme inhibition. AID 1030. Purified ALDH1A1, NADH fluorescence, propionaldehyde substrate. Potency, µM (series often up to 75.3 µM), for the others: at the top dose activity, negative = inhibition, hits mostly inhibitors. P00352. hit rate 7.3% among 220,000; active = well fitted inhibition curve with a large enough effect, not every such curve was filed as active; inconclusive = small, poorly fitted or top-dose-only effect, or another doubt; inactive = no such curve, though single readings can be large or run the other way;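 also: plate controls were no enzyme wells and a reference inhibitor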
KDM4E inh: blocks human JMJD2E demethylase activity. B2RXH2. JMJD2E catalytic domain, FDH-coupled NADH fluorescence (FDH is formaldehyde dehydrogenase). Potency, µM (highest dose often 57.1 µM), for inactives: at the top dose activity change, negative = inhibition, most hits filed as inhibitors. hit rate 1.6% among 230,000; active = well fitted inhibition curve with a large enough effect, not every such curve was filed as active; inconclusive = small, poorly fitted or top-dose-only effect, or another doubt; inactive = no such curve, though single readings can be large or run the other way;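 also: 0% = wells with enzyme and -100% = buffer wells without enzyme; nearly all actives have a fitted effect of over 50% in size; many of its hits are not listed in these tables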
Target sequence (B2RXH2 1-337 limits assumed): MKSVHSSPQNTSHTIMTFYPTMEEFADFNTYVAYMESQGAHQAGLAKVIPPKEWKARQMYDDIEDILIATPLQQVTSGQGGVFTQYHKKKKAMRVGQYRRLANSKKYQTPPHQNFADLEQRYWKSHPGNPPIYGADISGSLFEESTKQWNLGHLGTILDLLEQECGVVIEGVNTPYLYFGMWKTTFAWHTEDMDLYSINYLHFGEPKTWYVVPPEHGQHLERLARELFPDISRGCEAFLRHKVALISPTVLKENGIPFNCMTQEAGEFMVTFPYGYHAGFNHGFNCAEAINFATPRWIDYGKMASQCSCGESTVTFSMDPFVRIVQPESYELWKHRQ
Numbers without * were called inactive; i = inactive; ? = inconclusive; · = not tested or not shown; [ ] = dose if it differs, or a comment. Unless noted, calls follow the shape of the dose curve; as a rule, active = well fitted curve in the direction sought with a large enough effect; inconclusive = small, poorly fitted or top-dose-only effect, or another doubt; inactive = no such curve, though single readings can be large; an effect the other way counts as inactive or inconclusive. Potency is read from the fitted curve at half-maximal effect. This is a subset; the hit share may differ from the screen's.

SMILES	TexasRed fluor	RGS12 GoLoco inh	SMN2 splice up	RECQ1 inh	TRb SRC2 PPI	LMNA splice mod	ALDH1A1 inh	KDM4E inh
CCOc1cc(CNc2ccc3c(c2)OCCO3)cc(Br)c1OC	-4%	7%	-26%	i	0%	-3%	3%	-2%
COc1ccccc1NC(=O)Nc1ccc(C(=O)N2CCCCC2)cc1	-4%	7%	·	-17%	8%	·	·	-2%
CCOC(=O)C1(CCOc2ccccc2)CCN(Cc2cccn2-c2cccnc2)CC1	-2%	-13%	·	-9%	3%	?	-11%	-8%
O=c1[nH]c(/C(Cl)=C/c2cc(Cl)ccc2O)nc2cc(Cl)ccc12	1%	0%	-6%[1.84 µM]	-9%	-3%	?	7%	?
O=C(/C=C/c1cccc([N+](=O)[O-])c1)NCCSCc1ccco1	-1%	-9%	11%	i	5%	?	20µM*	-16%
CCN(CC)CCn1cnc2c([nH]c3cccc(OC)c32)c1=O	-1%	-1%	-7%	9%	4%	-8%	?	?
Cc1ccc(NS(=O)(=O)c2ccc(CCC(=O)N3CCOCC3)cc2)cc1	3%	0%	9%	-1%	-13%	-20%	?	2%
O=c1cc(N2CCCCC2)nc2n1CCCS2	-7%	9%	27%	-5%	4%	4%	?	-4%
Cc1ccccc1-n1nc(C)c(N=O)c1N	-2%	5%	11%	-7%	-5%	3%[9.22 µM]	6%	8%
COc1ccc(CNC(=O)CCCn2nc([N+](=O)[O-])cc2C)cc1	-1%	13%	15%	i	4%	0%[46 µM]	?	2%
O=C(CN1CCCN(S(=O)(=O)c2ccc(F)cc2)CC1)Nc1ccccc1Br	-5%	3%	-95%[inhibitor]	-1%	-8%	?	28µM*	0%
CCOc1ccc(NC(=S)Nc2ccc(C)c([N+](=O)[O-])c2)cc1	0%	4%	-36%	i	-5%	-6%	?	-2%
O=S(=O)(c1cccc2cccnc12)n1cnc2ccccc21	-2%	3%	25%	i	-1%	-6%	6%	3%
Cc1cc(C)n(-c2nncc(-c3ccccc3)n2)n1	-3%	9%	7%	-4%	4%	-4%	-13%	4%
CCNC(=O)COC(=O)CNC(=O)c1cc(Cl)cc([N+](=O)[O-])c1	-1%	-12%	13%	-1%	-9%	0%	4%	3%
COc1ccc(-c2cc(C(=O)Nc3ccc(S(=O)(=O)Nc4onc(C)c4C)cc3)c3ccccc3n2)cc1	-7%	7%	·	-11%	4%	·	-7%	?
CC(C)(C)c1csc(CS(=O)(=O)c2ccccn2)n1	0%	-14%	·	-1%	-5%	·	·	6%
Cc1ccc(S(=O)(=O)N2CCC(C(=O)NCCN3CCCCCC3)CC2)cc1	-4%	5%	5%	?	1%	12%	?	-23%
CC(/C=N/NC(=O)C(O)c1ccccc1)=C\c1ccccc1 (stereo not given)	1%	5%	22%	i	-2%	14%[0.0737 µM]	-14%	0%
COCCNC(=S)N1CCC(NC(=O)C23CC4CC(CC(C4)C2)C3)CC1	0%	-11%	-15%	-17%	2%	·	4%	-3%
Cc1ccc(S(=O)(=O)N/N=C/c2c[nH]c3ccccc23)cc1	-10%	16%	-50%[inhibitor]	-12%	-1%	?	-6%	2%
Cc1ccc(O)c(N=Cc2cccs2)c1	-7%	-5%	-7%	-4%	3%	1%	9%	?
Cc1cn(CC2COC(C)(C)O2)c(=O)[nH]c1=O (stereo not given)	3%	3%	-11%	16%	4%	4%	17%	-5%
N#CCCN(CCC#N)C(=O)c1ccc(Cl)cc1	-3%	8%	6%	-3%	3%	11%	25%	-7%
C[C@@H]1CN(Cc2nc(-c3cccs3)no2)C[C@H](C)O1	-3%	6%	4%	i	0%	·	-5%	-7%
O=c1[nH]nc(Cc2ccc(Cl)cc2Cl)c2ccccc12	-2%	15%	-26%	8%	-4%	?	1%	-1%
COc1cc(NC(=O)CSCc2cnn(-c3ccccc3)c2-n2cccc2)cc(OC)c1	0%	1%	-39%[inhibitor]	-15%	3%	-8%	?	-6%
O=C(O)CCCCCN1C(=O)/C(=C/c2ccncc2)SC1=S	15%	6%	-17%	0%	?	-18%	-15%	22µM*
CCN(Cc1ccncc1)Cc1nc(-c2ccc(C(=O)OC)cc2)no1	-9%	-6%	·	3%	3%	1%[46 µM]	-1%	-2%
CCCN1C(=O)c2cc(C(=O)NCc3cccs3)ccc2C1O (stereo not given)	-3%	-1%	-41%[inhibitor]	-6%	-7%	2%	?	-3%
Cc1cccc(C)c1NC(=O)COc1ccc2c(C)c(Cc3ccccc3)c(=O)oc2c1C	-6%	3%	5%	3%	-3%	-5%	?	7%
CNC(=S)NNC(=O)c1cccs1	-1%	2%	·	i	-5%	·	·	-4%
CCOC(=O)C1CCCN(CCC(=O)Nc2cc(C)ccc2C)C1 (stereo not given)	-2%	1%	-15%	i	-5%	3%[46 µM]	5%	1%
O=P(COCCOCCOCP(=O)(c1ccccc1)c1ccccc1)(c1ccccc1)c1ccccc1	0%[53 µM]	9%	·	i	8%[53 µM]	?	6%	-2%
O=C(Nc1cccnc1)c1cnn2cccnc12	2%	6%	31%	i	2%	8%	4%	-4%
CCCn1c(-c2ccc(F)cc2)nc2c(NC(C)CN(C)C)nc(C)nc21 (stereo not given)	0%	7%	-4%	i	8%	·	?	?
COc1ccccc1C(C)NC(=O)c1ccc(C)o1 (stereo not given)	-1%	2%	-7%	-1%	-2%	-19%	12%	0%
N/N=C(\Cc1cscn1)c1ccc(O)cc1O	-3%	4%	·	-6%	-5%	·	·	-23%
CC(C)=C1C2CC2C2C(C(=O)O)C12 (stereo not given)	0%	-7%	15%	-5%	2%	?	-3%	7%
Cc1nn(Cc2ccc([N+](=O)[O-])cc2)c(=O)n1-c1cccc(Cl)c1	-5%	3%	-2%	i	-2%	·	1%	15%

14 of these compounds, reformatted:
| mol | TexasRed fluor | RGS12 GoLoco inh | SMN2 splice up | RECQ1 inh | TRb SRC2 PPI | LMNA splice mod | ALDH1A1 inh | KDM4E inh |
| --- | --- | --- | --- | --- | --- | --- | --- | --- |
| COc1cc(NC(=O)CSCc2cnn(-c3ccccc3)c2-n2cccc2)cc(OC)c1 | 0% | 1% | -39%[inhibitor] | -15% | 3% | -8% | ? | -6% |
| O=C(O)CCCCCN1C(=O)/C(=C/c2ccncc2)SC1=S | 15% | 6% | -17% | 0% | ? | -18% | -15% | 22µM* |
| CCN(Cc1ccncc1)Cc1nc(-c2ccc(C(=O)OC)cc2)no1 | -9% | -6% | · | 3% | 3% | 1%[46 µM] | -1% | -2% |
| CCCN1C(=O)c2cc(C(=O)NCc3cccs3)ccc2C1O (stereo not given) | -3% | -1% | -41%[inhibitor] | -6% | -7% | 2% | ? | -3% |
| Cc1cccc(C)c1NC(=O)COc1ccc2c(C)c(Cc3ccccc3)c(=O)oc2c1C | -6% | 3% | 5% | 3% | -3% | -5% | ? | 7% |
| CNC(=S)NNC(=O)c1cccs1 | -1% | 2% | · | i | -5% | · | · | -4% |
| CCOC(=O)C1CCCN(CCC(=O)Nc2cc(C)ccc2C)C1 (stereo not given) | -2% | 1% | -15% | i | -5% | 3%[46 µM] | 5% | 1% |
| O=P(COCCOCCOCP(=O)(c1ccccc1)c1ccccc1)(c1ccccc1)c1ccccc1 | 0%[53 µM] | 9% | · | i | 8%[53 µM] | ? | 6% | -2% |
| O=C(Nc1cccnc1)c1cnn2cccnc12 | 2% | 6% | 31% | i | 2% | 8% | 4% | -4% |
| CCCn1c(-c2ccc(F)cc2)nc2c(NC(C)CN(C)C)nc(C)nc21 (stereo not given) | 0% | 7% | -4% | i | 8% | · | ? | ? |
| COc1ccccc1C(C)NC(=O)c1ccc(C)o1 (stereo not given) | -1% | 2% | -7% | -1% | -2% | -19% | 12% | 0% |
| N/N=C(\Cc1cscn1)c1ccc(O)cc1O | -3% | 4% | · | -6% | -5% | · | · | -23% |
| CC(C)=C1C2CC2C2C(C(=O)O)C12 (stereo not given) | 0% | -7% | 15% | -5% | 2% | ? | -3% | 7% |
| Cc1nn(Cc2ccc([N+](=O)[O-])cc2)c(=O)n1-c1cccc(Cl)c1 | -5% | 3% | -2% | i | -2% | · | 1% | 15% |

New compounds follow:
SMILES	TexasRed fluor	RGS12 GoLoco inh	SMN2 splice up	RECQ1 inh	TRb SRC2 PPI	LMNA splice mod	ALDH1A1 inh	KDM4E inh
CC(CCc1ccco1)NC(=O)Cn1ncc2c(=O)oc3ccccc3c21 (stereo not given)	-3%	7%	23%	-4%	3%	-1%	?	-7%
O=C1CC(N(CCc2ccccc2)C(=S)Nc2ccccc2)C(=O)N1c1ccc(F)cc1 (stereo not given)	-3%	-3%	·	-16%	1%	·	·	3%
COc1c(Cl)cc(Cl)cc1C(=O)n1nc(C)cc1C	3%	9%	-6%	i	-19%	-10%	0%	1%
CCOc1cc(CNn2nnnc2N)ccc1OCC(=O)NC(C)(C)C	0%	-10%	-24%	i	-4%	-3%	9%	3%
O=C(NCc1ccccc1Cl)c1ccccc1CCc1ccccc1	-1%	7%	-13%	9%	-3%	7%	-8%	1%
Fc1cc(F)cc(NC(=S)N2CCN(c3ncccn3)CC2)c1	1%	2%	-17%	i	2%	12%[46 µM]	?	-20%
CNC(=O)CN(C1CCCCC1)S(=O)(=O)c1ccc(F)cc1	-3%	-4%	2%	0%	-3%	5%	7%	-1%
O=C(CCNC(=O)c1ccccc1Cl)Nc1nc2ccccc2s1	-2%	10%	·	-3%	8%	2%[46 µM]	-4%	-10%
Cc1nc(C(F)(F)F)ccc1C(=O)Nc1ccccc1F	-2%	6%	·	8%	-7%	?	-5%	6%
CC1=NN(C(N)=S)C(=O)C1N=Nc1c(C)cc(C)cc1C (stereo not given)	-3%	10%	-26%	-1%	-7%	?	-14%	5%
CCc1nnc(NC(=O)CSc2nccn2-c2cccc(C)c2)s1	-2%	4%	-33%[inhibitor]	-11%	-5%	-7%	10%	-2%
